# High-throughput results (PubChem)
# M17LAP inhibition: P. falciparum M17LAP inhibitors, primary screen, biochemical, fluorogenic H-Leu-NHMec substrate, 1536-well (AID 1619); recombinant M17LAP, H-Leu-NHMec fluorogenic kinetic assay; higher % means a stronger effect; one-dose inhibition, % at 30 µM; IC50 in µM for titrated hits; hit rate 0.38% among 220,000;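 active = compound inhibiting the enzyme by more than half at any dose during confirmatory dose-response retesting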;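 note: plate controls were full reaction with DMSO carrier for no effect and no enzyme background for full effect; strong numbers were not always called active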
# Yfh1-off respiration: enhancers of respiration in Yfh1-depleted yeast, dose response, Friedreich's ataxia, plus single-dose screen (AID 1465). S. cerevisiae Yfh1-off respiration, WST-1 reduction, 72 h; higher fold induction means a stronger effect. fold induction at 50 µM, or EC50 in µM where a hit was titrated. hit rate 0.074% among 220,000;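 active = fold induction of absorbance versus untreated yeast above a set limit, then at least 30% activation at any dose in follow-up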;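 note: activators that raise dye reduction in frataxin-depleted yeast; strong numbers were not always called active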
# MT stabilize HCS: stabilizes microtubules in HeLa cells; hit rate 0.83% among 200,000; AID 2205; HeLa tubulin immunostaining HCS, 24 h; share of cells brighter than vehicle mean+2SD; % tubulin-high responders, % at 10 µM;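 active = plate Z-score above 3 for both tubulin-high and condensed-nucleus cell shares, with cell loss under 80%, at 10 µM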;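 note: anti alpha tubulin signal scored within the nucleus-defined area of each cell; some results filed as inactive read as strong as hits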
# T cell HTS: modulates CD8 T cell binding to vesicles; AID 2052; 2C CD8+ T cell-vesicle binding, flow cytometry; stronger effect = lower value; calls only at 7 µM; hit rate 0.068% among 330,000;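 active = response, share of CD8 T cells binding vesicles, and their 90th percentile fluorescence all below set limits, cut at about 80% in these data, passing the limit was not always enough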
#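 System: murine 2C transgenic CD8+ T lymphocytes; also added: QL9-loaded Drosophila micro-vesicles; times: binding 1.5 h at 37 °C; measured by: flow cytometry, PE anti-B7-1 (FL2) versus Alexa647 anti-CD8 (FL8), PFA-fixed; control set: Peptide-free naked vesicles (low) and QL9 vesicles with 0.7% DMSO vehicle (high)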
# WT yeast gro inh: growth inhibition of WT yeast, mitochondrial fusion screen. mitochondrial fusion phenotypic screen, WT strain. inhibition, % at 10 µM. hit rate 2.1% among 190,000; in the data active = inhibition above about 58%; tested in S. cerevisiae
# Dynein transport: dynein cargo transport inhibition. 3617.4 mouse cells, GR-EGFP nuclear translocation imaging; test concentration mostly 20 µM; stimulated with dexamethasone, 1 µM; stronger effect = lower value. z-score, hits read low. hit rate 0.47% among 220,000. AID 1381;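 active = plate z-score of nuclear minus cytoplasmic receptor signal below a set negative limit, without overly bright fluorescence or cell loss, cut at about -3.5 in these data, passing the limit was not always enough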;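 note: z-score of nuclear minus cytoplasmic ring GR-EGFP intensity difference per well; some compounds called inactive have numbers as strong as hits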
#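 medium = tetracycline-free induction medium containing charcoal-stripped FBS | probe or stimulus = dexamethasone, 1.0 µM final | timing = 48 h induction, then 1 h compound, then 30 min agonist, 37 °C | detection = automated 10x imaging of fixed Hoechst-stained cells | read-out basis = nuclear versus cytoplasmic GR-EGFP signal, averaged per well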
# b-catenin transl: beta-catenin nuclear translocation modulation; HeLa beta-catenin nuclear translocation, immunofluorescence imaging; nuclear translocation activity, % at 5 µM; hit rate 0.3% among 190,000; AID 1665;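 active = nuclear translocation activity above 50% at 5 µM, with a well cell count of 50 or more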;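 note: per-cell ratio of nuclear to cytoplasmic median beta-catenin stain intensity; plate controls were DMSO negative control for no effect and GSK-3 inhibitor IX positive control for full effect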
#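 assay system = human HeLa cells, endogenous beta-catenin | times = compound treatment 24 h, 37°C, 5% CO2 | detection = Anti-beta-catenin immunofluorescence on PFA-fixed, Triton-permeabilized cells, DAPI nuclei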
# P. falciparum M1AAP: P. falciparum M1AAP inhibitors, biochemical, fluorogenic H-Leu-NHMec substrate, 1536-well (AID 1445) | recombinant M1AAP, H-Leu-NHMec fluorogenic kinetic assay; higher % means a stronger effect | inhibition, % at 30 µM; hits with a dose series show IC50 in µM | hit rate 0.42% among 220,000;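 active = primary inhibition above the hit cutoff, then over 50% inhibition at one or more dose response concentrations, cut at about 23% in these data, passing the limit was not always enough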;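 note: plate controls were DMSO full reaction for no effect and no enzyme background for full effect; strong numbers were not always called active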
# Autophagy mod: alters autophagy in cells; MEF GFP-LC3 puncta imaging; test concentration mostly 10 µM; calls only at 10 µM (by protocol); hit rate 0.98% among 190,000;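 active = percentage of spot-positive cells more than 3 SD above its plate mean, without a fluorescence outlier flag or 80% toxicity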;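 note: spot-positive cell cutoff set from DMSO-treated cells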
# WT yeast gro inh mutant strain: recorded beside WT yeast gro inh, whose call it bears; inhibition, %; mitochondrial fusion phenotypic screen, mutant strain inhibition
# Dynein transport cytoplasmic EGFP: second read-out of Dynein transport, no call of its own (marks repeat the call); z-score; measured here: cytoplasmic GR-EGFP intensity; stronger effect = higher value
# Dynein transport nuclear GR-EGFP: recorded beside Dynein transport, whose call it bears; z-score; measured here: nuclear GR-EGFP intensity;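 lower value marks the stronger effect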
# Dynein transport cell count: recorded beside Dynein transport, whose call it bears; z-score; measured here: cell count per field
# b-catenin transl cell count 5 µM: also measured in b-catenin transl; calls as there; cell count; measured here: cell count, cytotoxicity flag
# T cell HTS vesicle-bound %: also measured in T cell HTS; calls as there; double positive events, %; measured here: CD8+ vesicle-bound cell fraction;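 binding gate set so that unloaded-vesicle control wells show 10% double positive cells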
# MT stabilize HCS Hoechst-high %: recorded beside MT stabilize HCS, whose call it bears; % Hoechst-high responders; measured here: nuclear condensation Hoechst responders;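 share of cells brighter than vehicle mean plus two SD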
# MT stabilize HCS cytotoxicity %: further read-out of MT stabilize HCS, marked with its call; toxicity, %; measured here: cytotoxicity by cell density;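 0% = mean cell density of plate MIN control wells and 100% = no cells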
# Autophagy mod cell loss 18 h: also measured in Autophagy mod; calls as there; toxicity, %; measured here: cell loss, nuclei count;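 cell loss after 18 h compound exposure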
# Numbers without * were called inactive; i = inactive; . = not tested or not shown.
SMILES,M17LAP inhibition,Yfh1-off respiration,MT stabilize HCS,MT stabilize HCS Hoechst-high %,MT stabilize HCS cytotoxicity %,T cell HTS,T cell HTS vesicle-bound %,WT yeast gro inh,WT yeast gro inh mutant strain,Dynein transport,Dynein transport cytoplasmic EGFP,Dynein transport nuclear GR-EGFP,Dynein transport cell count,b-catenin transl,b-catenin transl cell count 5 µM,P. falciparum M1AAP,Autophagy mod,Autophagy mod cell loss 18 h
Cc1nc(SCC(=O)c2cccc([N+](=O)[O-])c2)n[nH]1,-4%,i,3.3,1.8,5.5,i,12,4,11,-0.8,0.14,-0.62,-0.061,-0.8,1087,3%,i,14
Cc1onc(-c2ccccc2)c1CNC(=O)Nc1ccc(F)cc1F,14%,i,.,.,.,i,21,.,.,-0.56,0.1,-0.28,0.16,2.1,1102,-2%,.,.
Cc1ccc(S(=O)(=O)NC(=O)Nc2cc(C)ccc2F)cc1,-5%,i,4.4,4.0,8.4,i,12,4,-7,1.3,-0.31,0.67,-0.94,2.5,765,-6%,i,-4
CC(C)N(c1nnc(N)s1)C(C)C,4%,i,3.7,1.7,3.8,i,9,-9,10,2.1,-0.2,1.4,-2,-1.5,1282,-1%,i,0
Cc1ccccc1NC(=S)N1CCCC(c2nc3ccccc3[nH]2)C1 (stereo unspecified),27%,i,2.4,1.6,4.3,i,10,8,24,0.38,-0.029,-0.14,-1.8,4.3,945,0%,i,17
Cc1cc(C)cc(SCc2noc(C(=O)NC(C)C)c2C(=O)O)c1,13%,i,2.6,1.9,4.9,i,39,2,-10,0.42,0.095,-0.5,0.13,0.1,1339,-1%,i,-3
COc1ccccc1C(=O)NNC(=O)C(=O)NC(C)C,21%,i,2.9,2.7,11,i,37,-14,3,-1.7,-0.33,-1,1.1,3.3,1480,7%,i,1
CCCn1c(O)c(CN2CCCC(C)C2)c(C)c(C#N)c1=O (stereo unspecified),-4%,i,2.0,2.7,14,i,19,10,5,-0.4,-0.28,0.028,0.4,0.0,1009,9%,i,0
CN(C)CCCCNCCCNC(=O)/C=N\O,0%,i,2.9,2.0,4.1,i,38,-8,-14,0.92,-0.18,0.73,0.13,.,.,9%,i,-1
Cc1cccc(N2CCN(C(=O)c3ccncc3)CC2C)c1 (stereo unspecified),10%,i,13,6.2,0.3,i,45,16,1,-1.3,0.93,-0.33,0.62,0.2,1133,4%,i,16
Cc1cc(NC(=O)c2ccccc2Cl)c(C(C)C)cc1O,-4%,i,1.0,1.8,7.6,i,45,2,-3,-0.71,-0.18,-0.56,0.57,-1.0,1283,7%,i,-2
CCCn1c(CN2CCN(C)CC2)nc2ccccc21,2%,i,1.3,1.7,3.3,i,30,0,-10,-1.2,0.072,-0.73,0.78,.,.,2%,i,-8
COc1cccc(S(=O)(=O)Nc2ccc(C(=O)N3CCCCCC3)cc2)c1,-3%,i,2.9,1.7,8.8,i,10,5,12,1.4,-0.33,1.1,-0.02,1.2,998,-4%,i,18
CCOc1ccccc1NC(=O)COC(=O)CNS(=O)(=O)c1ccc(C)cc1,-3%,i,1.9,2.1,3.6,i,35,-7,11,0.51,-0.18,0.74,-1.2,1.5,1126,14%,i,-3
Cc1ccc(NC(=O)C2CCCN2C(=O)NC2CCCCC2)cc1C (stereo unspecified),-8%,i,2.5,1.0,3.2,i,49,0,16,1.9,-0.3,1.4,-0.3,0.2,1009,-2%,i,26
COc1ccc(C(=O)COC(=O)COc2ccc(C)c(C)c2)cc1,1%,i,2.7,2.9,1.3,i,47,-8,-15,0.12,-0.013,-0.29,0.85,.,.,16%,i,-6
C=CCN(CC(=O)Nc1c(C)cccc1CC)C(=O)SCCC,-13%,i,1.5,1.3,9.2,i,36,-9,-11,-1.5,-0.28,-0.68,1.1,-0.3,1185,3%,i,4
O=C(CCc1ccccc1)Nc1ccc(F)cc1F,-6%,i,4.1,1.8,2.1,i,23,.,.,0.38,0.034,0.21,-0.061,-4.2,1323,14%,i,8
O=C1N(c2ccccc2)C(=Nc2ccccc2)SC12CC2,6%,i,.,.,.,i,30,.,.,0.75,-0.23,1,-0.23,-0.1,1404,4%,.,.
CCOc1cc(C(=O)OCC(=O)Nc2c(C)cccc2C)ccc1OCC(=O)N1CCOCC1,-18%,i,3.0,3.2,9.6,i,49,-6,-7,-0.32,-0.28,-0.47,0.57,-0.1,1002,1%,i,-8
CC(=O)NCCC1CCCCN1Cc1nc(Cc2cccc(C(F)(F)F)c2)no1 (stereo unspecified),-2%,i,2.9,1.8,5.7,i,38,-3,1,-0.51,-0.28,-0.28,1,0.6,1050,1%,i,16
Oc1csc(Cc2nc(-c3ccc(-c4ccccc4)cc3)cs2)n1,3%,i,3.3,1.7,6.1,i,25,6,5,1,0.042,1.3,0.53,-1.6,1404,-9%,i,12
C(=N\N(c1ccccc1)c1ccccc1)/c1ccc2c(c1)OCO2,-13%,i,3.2,2.2,8.2,i,23,52,-1,1.9,-0.14,1.2,-0.19,.,.,10%,i,4
CCOC(=O)c1ccc(Oc2nc(OC)nc(N(C)C)n2)cc1,11%,i,2.3,1.5,0.4,i,25,-6,-4,-0.38,-0.18,0.02,0.4,1.7,1082,5%,i,-6
CC(C)(C)OC(=O)N1CCC(C(=O)N[C@@H](Cc2ccccc2)C(=O)O)CC1,15%,i,1.7,1.1,3.3,i,38,3,-13,0.76,-0.3,0.35,0.78,.,.,-5%,i,30
O=C(Nc1ccc(F)cc1)c1cc(Cl)sc1Cl,-7%,.,2.7,1.4,1.4,i,46,32,5,0.58,-0.25,0.32,-0.33,-0.7,1047,-6%,i,0
Cc1cccc(C)c1NC(=S)Nc1ccc(Cl)c(Cl)c1,-9%,i,1.5,1.8,1.7,i,16,80*,51*,-0.82,-0.33,-0.46,0.69,-0.2,1455,0%,i,-14
O=C(Oc1cccc(/C=N/Nc2nc(N3CCOCC3)nc(N3CCOCC3)n2)c1)c1ccco1,9%,i,3.7,1.5,7.7,i,41,8,-13,0.28,-0.23,0.7,0.33,-0.3,1395,1%,i,22
CC(=O)N/C(=C/c1ccc(Cl)cc1)C(=O)NCCc1c[nH]c2ccccc12,14%,.,4.1,2.7,1.4,i,55,-17,-1,0.51,-0.17,1,-0.6,0.1,1420,7%,i,-17
NC(=S)Nc1cccc(F)c1,6%,i,.,.,.,i,15,.,.,-1,-0.23,-0.45,0.9,-1.9,1168,2%,.,.
CSc1nnc(C2CCCN2)n1C (stereo unspecified),0%,i,9.4,2.9,16,i,55,1,-2,0.71,-0.18,0.75,-1.7,-8.0,1041,-1%,i,4
COc1cc2c(cc1OC)C(C)N(C(=O)c1nccnc1C(=O)O)CC2 (stereo unspecified),6%,i,.,.,.,i,23,.,.,-0.77,-0.25,-0.42,1.6,0.3,1056,6%,.,.
CCOCCCNS(=O)(=O)c1ccc(OC)c(Cl)c1Cl,-7%,i,4.5,2.6,6.6,i,34,-8,-14,0.54,-0.17,0.8,-0.14,-0.3,644,-1%,i,-4
CCOc1ccc(NC(=O)CN2CCN(CC(=O)Nc3ccc(Cl)c(C(F)(F)F)c3)CC2)cc1,2%,i,2.5,1.4,14,i,20,39,27,-0.22,0.16,-0.26,0.63,.,.,-6%,i,1
COCCNS(=O)(=O)c1ccc(F)c(OC)c1,-2%,i,3.4,2.3,4.8,i,28,-4,17,-1.1,0.077,-0.65,1.7,-2.2,1159,2%,i,3
COc1ccc(NC(=O)C2CCCCN2CC(=O)OCc2ccccc2)cc1OC (stereo unspecified),9%,i,4.2,2.7,0.9,i,54,10,2,0.63,-0.33,0.14,0.033,-9.3,1019,14%,i,4
CCSc1nnc(NC(=O)c2ccc(C)cc2)s1,-1%,i,1.4,2.2,13,i,32,-8,-9,0.56,-0.28,0.51,-0.16,.,.,1%,i,5
O=C(NCCC1=CCCCC1)c1ccc2c(=O)n3c(nc2c1)CCCCC3,-4%,i,3.3,1.5,6.9,i,17,10,-4,-0.85,-0.18,-0.46,0.65,-0.6,1152,10%,i,1
C/C(=N\O)C(C)Oc1ccc(Cl)cc1 (stereo unspecified),6%,i,4.1,2.3,8.4,i,53,-17,-8,-0.11,0.19,-0.3,-0.036,-1.5,1078,5%,i,-5
